Assay outcomes: PubChem BioAssay, several laboratories
VLA-4 inh: inhibition in a human VLA-4 binding assay | P13612 | VLA-4 expressing cells, ligand binding flow cytometry | inhibition, % (about 7 µM as worked out from the volumes in the protocol) | hit rate 0.2% among 330,000 | AID 2557; in the data active = inhibition above about 50%
Bcl-xL primary: Bcl-xL (human) inhibition; GST-Bcl-xL / FITC-Bim BH3 peptide fluorescence polarization; Q07817; inhibition, % at 10.9 µM; hit rate 0.7% among 320,000;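 active = inhibition above the mean of all tested compounds plus 3 SD, cutoff set per campaign, cut at about 30% in these data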;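 note: 0% = DMSO wells and 100% = unlabeled Bim-BH3 peptide competitor; inhibitors lower millipolarization by displacing the labeled peptide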
Target sequence (Q07817 whole entry, looked up): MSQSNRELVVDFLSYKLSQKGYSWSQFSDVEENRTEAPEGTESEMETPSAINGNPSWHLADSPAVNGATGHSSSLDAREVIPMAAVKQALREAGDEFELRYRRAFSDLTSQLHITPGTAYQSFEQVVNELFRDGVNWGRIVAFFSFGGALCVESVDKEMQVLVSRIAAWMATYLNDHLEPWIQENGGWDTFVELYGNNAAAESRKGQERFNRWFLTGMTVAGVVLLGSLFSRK
MEX-5 binding: C. elegans MEX-5 TCR-2 RNA binding activity. Q9XUB2. activity score (negative = inhibition of binding), % at 10 µM. hit rate 0.38% among 300,000. MEX-5/FITC-TCR2 RNA binding, fluorescence polarization; hits give low values;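 active = inhibition past about -25% in most replicates, and total fluorescence under double the plate's negative control median, limit read from the data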;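 note: 0% = DMSO and -100% = 5 µM competing unlabeled TCR2 RNA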
PME-1 inh: PME-1 (human) inhibition | inhibition, % at 5.9 µM | hit rate 0.53% among 320,000 | recombinant PME-1, FP-Rh probe fluorescence polarization | AID 2130 | Q9Y570;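 active = inhibition above the campaign mean of all compounds plus 3 SD, cut at about 26% in these data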;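 note: competitive labeling of PME-1 active site by serine hydrolase directed probe; 0% = PME-1 with DMSO and 100% = wells lacking PME-1 enzyme; inhibitors block probe labeling so polarization falls and inhibition rises; many of its hits are not listed in these tables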
GLD-1 TGE inh: GLD-1-TGE RNA interaction inhibition (C. elegans); inhibition, % at 5.96 µM; Q17339; hit rate 0.44% among 320,000; purified GLD-1 + fluorescein TGE RNA, fluorescence polarization;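 active = percent inhibition above a per-plate cutoff, the plate mean of test compounds plus 3 SD, cut at about 30% in these data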;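 note: 0% = DMSO wells with GLD-1 and probe and 100% = wells lacking GLD-1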
Fam108B counter: counter-screen for RBBP9 inhibitors: inhibitors of mouse Fam108B; recombinant Fam108B, FP-Rh probe fluorescence polarization; inhibition, % at 9.51 µM; hit rate 0.33% among 300,000; AID 1947;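 active = inhibition above the screen mean inhibition plus 3 SD, computed separately per campaign, cut at about 18% in these data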;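 note: inhibitors lower polarization as less probe binds the enzyme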
Efflux pump inh: inhibitors of Candida antifungal efflux pumps expressed in yeast. S. cerevisiae Candida pump triplex, Nile Red efflux. inhibition, % at 10 µM. hit rate 0.44% among 330,000. AID 485275;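 active = plate passing quality check with inhibition over a set limit, or well fluorescence over plate mean plus 4 SD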;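 note: Nile Red retained in pooled yeast measured as flow cytometry median fluorescence; 0% = buffer negative control and 100% = Enniatin B positive control; higher means more Nile Red kept so more efflux inhibition; some compounds called inactive have numbers as strong as hits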
GRK2 aptamer HTS: human GRK2 inhibition via aptamer displacement | AID 488847 | bead flow cytometry, FAM-aptamer displacement from GRK2 | hit rate 0.59% among 330,000 | inhibition of aptamer binding, % at 10 µM | P25098;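 active = inhibition of aptamer binding above 40%, roughly 3 SD of noise, on plates passing a quality check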;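 note: median bead fluorescence of bound FAM aptamer so fluorescent compounds give negative values; no value below 0 was filed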
Target sequence (P25098 whole entry, looked up): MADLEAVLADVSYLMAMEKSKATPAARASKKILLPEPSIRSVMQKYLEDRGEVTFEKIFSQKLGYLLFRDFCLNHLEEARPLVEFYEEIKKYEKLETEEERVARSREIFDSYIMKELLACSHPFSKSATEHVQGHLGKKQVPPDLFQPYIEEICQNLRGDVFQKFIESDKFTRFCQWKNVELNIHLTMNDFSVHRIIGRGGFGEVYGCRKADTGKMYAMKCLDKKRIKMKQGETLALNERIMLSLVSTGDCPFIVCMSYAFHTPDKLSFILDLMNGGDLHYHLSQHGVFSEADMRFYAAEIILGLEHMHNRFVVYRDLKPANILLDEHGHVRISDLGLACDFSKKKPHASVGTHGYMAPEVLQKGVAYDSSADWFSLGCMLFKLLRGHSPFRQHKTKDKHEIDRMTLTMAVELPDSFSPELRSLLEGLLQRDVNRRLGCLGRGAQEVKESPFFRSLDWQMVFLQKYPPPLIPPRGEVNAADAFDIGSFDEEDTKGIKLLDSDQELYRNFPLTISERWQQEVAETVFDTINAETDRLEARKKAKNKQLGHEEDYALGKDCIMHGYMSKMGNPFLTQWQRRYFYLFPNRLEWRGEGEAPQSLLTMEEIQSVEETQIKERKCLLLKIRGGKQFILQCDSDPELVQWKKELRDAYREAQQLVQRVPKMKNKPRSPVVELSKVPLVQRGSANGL
MCL1 BIM primary: inhibitors of human MCL1 binding to BIM-BH3 peptide; Q07820; GST-MCL1 / FITC-Bim-BH3 fluorescence polarization; inhibition, % at 10.9 µM; hit rate 0.68% among 320,000;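 active = inhibition above the mean inhibition of all tested compounds plus 3 SD, set per campaign, cut at about 40% in these data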;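 note: 0% = DMSO wells and 100% = unlabeled Bim-BH3 peptide control; higher means more loss of mP so more displacement of Bim peptide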
Active calls of the source: *; / = no result given. This is a subset; rates above refer to the full screens.

Values run as follows: VLA-4 inh	Bcl-xL primary	MEX-5 binding	PME-1 inh	GLD-1 TGE inh	Fam108B counter	Efflux pump inh	GRK2 aptamer HTS	MCL1 BIM primary
CC(C)N1CCN(Cc2ccc(C#CC(C)(C)O)s2)CC1CCO (stereo unspecified)
    13.7	1.7	0.6	-5.3	-0.4	-0.1	0.1	0.0	1.5
Cc1ccccc1-c1nc(CS(=O)(=O)CC(=O)NCc2ccc(F)cc2)c(C)o1
    -8.6	-1.8	2.5	1.4	-12.8	1.0	0.1	1.0	-6.9
O=C(NCCN1CCOCC1)c1cn(CCc2ccccc2)nn1
    -9.0	0.9	0.3	1.7	1.2	0.3	0.0	1.0	0.4
Cc1cc(C(=O)Nc2ccc3c(c2)OCCO3)co1
    -5.0	5.9	-0.1	-0.6	2.9	0.4	-0.1	1.0	0.8
O=C(O)CN1C(=O)c2ccc(Oc3ccc4c(c3)C(=O)N(CC(=O)O)C4=O)cc2C1=O
    4.1	7.9	-2.8	-0.3	5.8	-3.2	-0.1	0.0	2.2
c1ccc(-c2ccc(OCCOCCn3cncn3)cc2)cc1
    -10.0	6.7	1.3	-8.6	5.7	2.5	0.1	0.0	7.4
O=C(O)c1ccccc1Nc1ccc(OC(F)F)cc1
    7.1	-1.0	2.6	4.2	-1.0	0.5	0.1	1.0	1.5
CC(C)(C)C(=O)Nc1nnc(SCc2cccc(F)c2)s1
    18.6	0.1	-1.3	6.5	2.9	1.2	0.2	2.0	1.4
O=C(O)c1ccc2[nH]c3c(c2c1)CSCC3
    7.8	3.2	-10.1	0.2	13.0	-1.6	-0.3	6.0	-3.3
c1cncc(CSc2ccc(-c3cccnc3)nn2)c1
    14.3	4.2	-0.8	2.8	6.0	0.2	0.1	3.0	3.9
O=C(Cc1ccccc1)N1CCN(C(=O)c2ccc([N+](=O)[O-])cc2)CC1
    5.3	-5.1	-1.3	-3.4	5.7	1.9	-0.1	0.0	-4.0
COc1ccc([C@H]2CC(=O)C=C(c3cccc(C(C)C)c3)C2)cc1OC
    27.1	0.9	/	4.2	3.4	/	0.1	0.0	0.8
CC1=Nc2ccccc2N=C(NC(=O)/C=C/C(=O)O)C1c1ccccc1 (stereo unspecified)
    -0.2	-0.8	2.1	-4.3	-4.8	0.0	0.0	0.0	-2.9
CCOC(=O)c1cccc(NC(=O)c2cnc3ccccc3n2)c1
    -3.1	1.3	-0.5	4.2	-0.8	8.2	0.1	2.0	5.5
CCOc1ccc(CCNC(=O)COC(=O)COc2cc(C)cc(C)c2)cc1OCC
    9.0	-7.0	3.9	-1.4	-0.8	1.1	0.1	0.0	-19.4
COc1ccc(CN2CCN(Cc3ccccc3)C(CCO)C2)cc1OC (stereo unspecified)
    -7.6	4.2	0.3	3.4	5.6	2.4	0.1	0.0	3.0
N#Cc1cc2c(nc1SCC(=O)Nc1sc3c(c1C#N)CCC3)CCCC2
    1.3	4.7	-1.7	-4.2	6.0	2.4	0.1	0.0	3.8
COC(=O)c1sccc1S(=O)(=O)Nc1ccc(S(N)(=O)=O)cc1
    9.3	-1.0	0.8	1.8	4.7	0.7	-0.1	4.0	-2.2
CCN(CC(=O)Nc1cc(Cl)ccc1C)C(=O)C1CCCCC1
    5.3	6.2	0.2	1.1	-1.6	-2.3	-0.1	0.0	7.2
Cc1cccc(NC(=O)CCSc2nc(C)cc(C)n2)c1
    17.4	2.1	-1.8	0.3	8.0	-1.9	0.0	1.0	0.7
CCCCn1c(SCC(=O)Nc2cc(C(F)(F)F)cc(C(F)(F)F)c2)nnc1C(CC)N(C)C (stereo unspecified)
    -4.2	6.9	0.6	1.2	10.1	10.8	-0.1	0.0	5.5
O=C1C2CCCCN2C(=O)N1CCCCN1CCN(c2ccc(F)cc2)CC1 (stereo unspecified)
    7.2	-1.8	3.0	1.8	5.2	2.9	-0.1	/	-10.6
CC1(C)S[C@@H]2[C@H](NC(=O)COc3ccccc3)C(=O)N2C1C(=O)OCc1cc2ccccc2n1S(=O)(=O)c1ccccc1 (stereo partly specified)
    -10.0	2.1	4.8	-31.4	-5.1	-18.8	0.1	1.0	-12.5
CCNC(=S)NCc1ccc2[nH]c(C)cc2c1
    -13.5	4.5	0.1	1.3	-0.1	5.2	0.0	2.0	5.2
O=C(Oc1cccc(-n2cnnn2)c1)c1ccccc1
    -3.9	1.3	/	3.0	2.0	1.0	0.0	3.0	-0.6
CCCn1c(SCN2C(=O)c3ccccc3C2=O)nc2cc(Cl)ccc2c1=O
    6.8	-1.0	3.1	-1.2	3.0	-1.5	0.0	1.0	-8.3
Cc1nonc1NC(=O)CSc1nnc(-c2ccoc2C)n1CC(C)C
    2.7	3.5	2.9	9.7	3.2	3.5	-0.1	0.0	2.9
COc1ccc(OC)c(NC(=O)COC(=O)CCNc2ccccc2OC)c1
    5.4	/	/	/	2.8	/	0.2	0.0	/
COc1cccc(-c2nn(C)c3sc(C(=O)NCc4ccc(C)o4)cc23)c1
    4.3	1.1	0.6	-36.7	4.5	-28.6	-0.1	1.0	3.4
CCCNc1nc(=S)n(-c2ccccc2)c(C)c1C(C)=O
    3.8	6.5	0.1	1.7	5.1	4.8	0.0	0.0	13.3
Cc1ccc(NC(=O)O/N=C2\CCCCC2c2ccc([N+](=O)[O-])cc2[N+](=O)[O-])cc1 (stereo unspecified)
    2.7	4.2	-0.9	10.2	-3.5	4.3	-0.1	0.0	5.0
O=C1CN=C(Nc2cccc(C(F)(F)F)c2)N1C1CCCC1
    6.3	4.2	0.7	1.0	-2.3	6.9	0.0	2.0	13.2
COc1cccc(-c2ocnc2C(=O)Nc2ccc3c(c2)CCC3)c1
    -7.4	1.9	2.5	-4.2	2.3	-1.2	0.7	1.0	3.4
CCOc1ccc(CN(C)C(=O)CNC(=O)c2ccc3ccccc3c2)cc1OC
    17.0	3.4	0.3	-3.6	9.6	-0.4	0.0	1.0	4.7
O=C(CCC(=O)N1CCN(c2ccc(F)cc2)CC1)c1ccccc1
    0.2	2.5	-0.2	3.7	-3.0	3.0	-0.1	2.0	2.2
CC(NC(=O)c1cc2c(cc1Cl)N1CCCCCC1=NS2(=O)=O)c1ccc(S(N)(=O)=O)cc1 (stereo unspecified)
    -4.1	3.2	1.3	-3.4	7.8	0.4	0.0	0.0	7.5
CCCN(CC(=O)Nc1ccccc1OC)C(=O)CCC(=O)c1ccc(F)cc1
    -60.4	3.5	1.3	2.3	54.8*	0.7	0.0	3.0	3.3
Cc1ccc(CNC(=O)CN(C(=O)C2(C)CC(=O)N=C3C=CC=CN32)c2ccccc2F)cc1 (stereo unspecified)
    7.4	3.8	-3.1	-3.0	1.8	1.5	0.2	0.0	11.4
O=C(NCc1nnc(SCC(=O)N2CCCC2)o1)c1c(F)cccc1Cl
    3.7	2.9	0.9	1.1	4.3	2.2	-0.1	0.0	8.6
COc1ccc(NC(=O)Nc2cccs2)cn1
    -0.8	/	-4.6	/	/	/	0.1	1.0	/
COc1ccc(N2C(=O)CCC(C(=O)NCc3ccccn3)C2c2ccc(F)cc2)cc1 (stereo unspecified)
    13.0	9.4	-0.1	-3.5	1.5	-2.2	0.2	2.0	7.6
C[C@@H](NC(=O)c1ncn(Cc2ccccc2)c1C(=O)N[C@H](C)c1ccccc1)c1ccccc1
    0.0	1.8	/	-10.1	2.6	/	1.6	1.0	9.0
COC(=O)c1ccc(NC(=O)c2cccc(Cl)c2)o1
    -10.4	6.1	-0.5	-4.1	4.1	-2.5	-0.1	3.0	4.7
CCCCNS(=O)(=O)NC(=O)C1=C(N2CCCC2)COC1=O
    10.7	-2.4	/	0.3	-4.7	/	0.1	0.0	-3.2
COc1ccccc1Cn1c(=S)[nH]c2cc(C(=O)NCC3CCCO3)ccc2c1=O (stereo unspecified)
    1.0	-6.2	-0.8	-0.2	0.7	-5.0	0.0	1.0	-8.6
CCNC(=S)NNC(=O)CCn1c2ccccc2c2ccccc21
    0.6	-0.4	2.9	-6.5	6.8	1.7	-0.1	1.0	5.1
Cc1cccc(NC(=O)CSc2nc(N)cc(N)n2)c1
    6.6	5.2	3.5	3.0	9.2	2.8	0.0	1.0	1.1
O=C(NNc1cc(N2CCOCC2)nc(N2CCOCC2)n1)c1ccc(Cl)cc1Cl
    20.0	-5.4	-2.6	7.3	1.3	3.1	0.4	0.0	-11.5
CN(C)S(=O)(=O)Nc1cc(F)cc(F)c1
    12.4	2.6	-0.5	3.9	-5.7	-2.0	0.0	0.0	-0.3
Cc1cccc2[nH]c(-c3ccc(NC(=O)c4ccco4)cc3)nc12
    13.5	-0.6	0.3	-22.5	2.8	-6.1	0.1	2.0	6.6
O=C(NC1CCCCC1)c1ccc(S(=O)(=O)NCc2ccco2)cc1
    51.9*	6.0	1.3	3.8	6.2	-1.7	0.1	0.0	7.8
Cc1cc(Nc2ncc(Cl)cc2Cl)n(-c2ccccc2C)n1
    28.7	3.5	-0.5	-3.6	2.5	-1.2	0.1	0.0	4.5
COC1=C/C(=C/c2c(N)n3nc(CC(=O)N4CCCC4)sc3nc2=O)C=CC1=O
    -142.7	-1.8	23.6	3.3	-24.3	-0.6	0.2	7.0	-2.1
CN(/N=C/c1cc(Cl)cc(Cl)c1O)C(=S)NC(C)(C)C
    -2.8	1.4	-2.0	-1.5	3.4	4.7	0.0	2.0	8.9
Cc1ccc(N=C2C(=O)Nc3ccc(Br)cc32)cc1
    -9.5	17.1	0.8	5.0	13.2	-2.7	0.2	0.0	20.9
O=C(CSc1nc2c([nH]c3ccccc32)c(=O)n1-c1cccc(Cl)c1)N1CCOCC1
    -4.3	-4.6	2.7	-11.8	-70.8	-6.1	-0.1	0.0	-27.5
CCc1cc2cc3c(cc2nc1SCC(=O)Nc1c[nH]c(=O)[nH]c1=O)OCO3
    2.3	2.3	-2.5	-8.6	-1.3	3.2	-0.6	2.0	7.6
COc1ccc(C(=O)N(Cc2ccccc2)c2cccc(C)c2)cc1
    -3.9	/	1.4	/	/	/	-1.1	5.0	/
C/C(CC(=O)Nc1ccccn1)=N\NC(=O)C(=O)Nc1ccccc1C
    2.3	5.0	0.0	1.4	7.0	1.3	0.0	4.0	8.4
CN(C)S(=O)(=O)c1ccc(C(=O)N2CCCC2c2nc3ccccc3s2)cc1 (stereo unspecified)
    0.8	2.5	-0.3	-5.3	8.1	-1.9	0.1	0.0	-5.5

(more compounds)
Values run as follows: VLA-4 inh	Bcl-xL primary	MEX-5 binding	PME-1 inh	GLD-1 TGE inh	Fam108B counter	Efflux pump inh	GRK2 aptamer HTS	MCL1 BIM primary
COc1cccc(C2C(C(=O)c3cc4ccccc4o3)=C(O)C(=O)N2c2cc(C)on2)c1 (stereo unspecified)
    8.9	4.1	2.2	-3.0	-0.3	-2.4	0.2	7.0	-1.0
CNc1ncc(C(=O)c2ccc(-c3ccccc3)cc2)s1
    -13.1	5.5	-0.7	-9.3	-0.5	-6.8	0.2	5.0	-0.2
CN(Cc1ccc(F)cc1)Cc1nc(-c2ccccc2)no1
    -2.0	6.4	-2.0	4.1	-1.4	-2.9	0.0	5.0	11.2
Cc1noc(/C=C/c2ccco2)c1S(=O)(=O)N1CCC(C(=O)N2CCc3ccccc3C2)CC1
    -10.2	-0.6	7.8	-17.3	0.2	-0.3	0.2	9.0	-3.9
CN(c1ccccc1C(=O)Nc1ccc(F)c(F)c1)S(C)(=O)=O
    29.2	0.1	0.4	-1.0	-7.6	-0.7	0.2	1.0	-3.1
